Ba/F3 V617F tox: lowers viability of Ba/F3 cells expressing EpoR and JAK2V617F; ATP luminescence; inhibition, % at 5.6 µM; hit rate 1.1% among 220,000;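 active means inhibition above the campaign mean plus 3 SD over all tested compounds, cut at about 24% in these data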;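 further: cytokine-independent growth of Ba/F3 cells driven by EpoR plus mutant JAK2; 0% = DMSO-treated cells and 100% = JAK inhibitor I control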
S1P4 agonist: agonists of human S1P4 receptor. activation, % at 4.98 µM. AID 1509. S1P4-expressing cell line, agonist reporter assay. hit rate 0.35% among 220,000; in the data active means activation above about 11%;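 further: 0% = DMSO vehicle and 100% = reference agonist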
Target sequence (O95977 whole entry, looked up): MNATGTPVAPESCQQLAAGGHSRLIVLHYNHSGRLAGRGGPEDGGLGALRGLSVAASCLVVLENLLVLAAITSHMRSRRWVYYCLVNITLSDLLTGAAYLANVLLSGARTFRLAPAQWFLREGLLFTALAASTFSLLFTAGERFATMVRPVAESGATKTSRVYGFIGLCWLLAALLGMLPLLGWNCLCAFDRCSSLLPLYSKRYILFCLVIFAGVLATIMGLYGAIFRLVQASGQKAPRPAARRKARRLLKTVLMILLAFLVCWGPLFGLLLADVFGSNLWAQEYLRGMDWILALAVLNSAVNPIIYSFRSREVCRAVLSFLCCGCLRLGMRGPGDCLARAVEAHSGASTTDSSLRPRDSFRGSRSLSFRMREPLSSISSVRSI
BaF3 tox: parental Ba/F3 viability inhibition as JAK2V617F counter-screen. CellTiter-Glo ATP luminescence. hit rate 1.1% among 220,000. inhibition, % at 5.6 µM;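 active means inhibition above a per-campaign cutoff, the mean inhibition of all tested compounds plus 3 SD, cut at about 27% in these data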;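 further: 0% = DMSO wells and 100% = JAK Inhibitor I control wells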
NPY2 pot ag: human NPY-Y2 potentiation or agonism, primary screen | P49146 | cells expressing NPY-Y2, potentiator/agonist read-out | activation, % at 3.6 µM | hit rate 0.45% among 220,000 | AID 1359; in the data active means activation above about 27%;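 further: cells stimulated with NPY near EC25 plus isoproterenol at EC100; 0% = vehicle plus submaximal agonist and 100% = vehicle plus saturating agonist; some results beyond the cut were filed as inactive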
eIF4E-4G inh: eIF4E/eIF4G interaction inhibition in translation initiation; hit rate 0.37% among 220,000; AID 782; TR-FRET eIF4E-eIF4GI(517-606) binding, 2 h; P63073+Q04637; inhibition, % at 21.7 µM;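 active means inhibition above about 30%, limit read from the data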;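 further: 0% = full FRET control wells and 100% = background wells lacking eIF4GI fragment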
S1P4 antag: human S1P4 receptor antagonism; O95977; S1P4-expressing cells, antagonist mode, reporter read-out; inhibition, % at 4.98 µM; hit rate 0.26% among 220,000; AID 1510; in the data active means inhibition above about 29%;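 further: 0% = wells stimulated with agonist and 100% = vehicle wells without agonist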
Wee1 degr inh: blocks degradation of human Wee1 kinase; hit rate 1.2% among 220,000; reporter increase, % at 5 µM; HeLa Luc-Wee1K328M stability, luciferase luminescence; 100% = proteasome inhibitor MG132 effect; P30291; AID 1321;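 active means activation above the mean of all tested compounds plus 3 SD, set per screening run, cut at about 8.8% in these data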;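 further: cells exposed to compound for 20 h before luminescence read; 0% = DMSO alone and 100% = MG132 at 30 µM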
PERK inh: blocks human PERK kinase | Q9NZJ5 | CHO PERK-DD fusion, SEAP luminescence translation reporter | inhibition, % at 5.6 µM | hit rate 0.17% among 220,000 | AID 1416;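 active means inhibition above the mean inhibition of all tested compounds plus 3 SD, set separately per screening campaign, cut at about 2.9% in these data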;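 further: PERK kinase domain activated by AP20187 dimerizer at 100 nM; 0% = DMSO with dimerizer and 100% = rapamycin at 8.4 µM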
Mdm2 ligase inh: blocks human Mdm2 ubiquitin ligase activity. Q00987. cell-based MDM2 ubiquitination luciferase reporter, 2 h; 0 = plate control, 100 = twice control, blank-subtracted. signal enhancement, % at 5 µM. hit rate 0.11% among 210,000. AID 1230;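 active means signal enhancement of 30% or more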;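 further: luminescence tracks abundance of the self-degrading MDM2-luciferase fusion protein; higher signal means inhibition of MDM2 E3 ligase activity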
Target sequence (Q00987 whole entry, looked up, the tested form may be a part): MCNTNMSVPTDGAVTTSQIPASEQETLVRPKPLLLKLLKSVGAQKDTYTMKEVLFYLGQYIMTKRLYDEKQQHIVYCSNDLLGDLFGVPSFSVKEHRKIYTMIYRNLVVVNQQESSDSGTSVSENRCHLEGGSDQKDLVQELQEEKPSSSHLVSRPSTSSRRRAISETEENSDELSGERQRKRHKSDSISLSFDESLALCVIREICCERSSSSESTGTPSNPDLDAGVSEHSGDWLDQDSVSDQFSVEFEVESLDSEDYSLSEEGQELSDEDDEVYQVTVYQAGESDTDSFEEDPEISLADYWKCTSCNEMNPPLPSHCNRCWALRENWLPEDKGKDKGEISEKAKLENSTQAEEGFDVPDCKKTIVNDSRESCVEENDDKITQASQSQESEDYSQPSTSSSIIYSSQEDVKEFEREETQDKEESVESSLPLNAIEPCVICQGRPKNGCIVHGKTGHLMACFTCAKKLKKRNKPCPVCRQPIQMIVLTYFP
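Material: stable MDM2–luciferase fusion reporter cells / Quantity: 2000 cells/well / Dosing: single 5 µM compound dose, 0.2% final DMSO / Buffer or medium: DMEM / Schedule: 4 h cell settling then 2 h compound exposure, 37 °C / Detection: luminescence with SteadyLite reagent, 15 min at room temperature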
Starred values were filed as active, the others as inactive; [ ] = dose if it differs, or a comment.

O=C(/C=C/c1ccccc1Cl)c1cccnc1 was read as Ba/F3 V617F tox -2, S1P4 agonist -3.2, BaF3 tox 2, NPY2 pot ag 7, eIF4E-4G inh 0, S1P4 antag 5, Wee1 degr inh -1, PERK inh 0.5 and Mdm2 ligase inh -6.
Screening COc1ccc(NC(=O)C2CCN(C(=O)c3cccs3)CC2)cc1 returned Ba/F3 V617F tox -3, S1P4 agonist -0.4, BaF3 tox 1, NPY2 pot ag 6, eIF4E-4G inh -1, S1P4 antag -3, Wee1 degr inh -2, PERK inh 1.8 and Mdm2 ligase inh -1.
Screening COC(=O)c1ccc(NC(=O)C(=O)c2cccn2C)cc1 returned Ba/F3 V617F tox 12, S1P4 agonist 1.4, BaF3 tox 9, NPY2 pot ag 3, eIF4E-4G inh -3, S1P4 antag -17, Wee1 degr inh -2, PERK inh 0.1 and Mdm2 ligase inh -51.
`CCn1c(SCC(=O)O)nnc1-c1ccccc1OC` gave Ba/F3 V617F tox -2, S1P4 agonist -1.3, BaF3 tox -2, NPY2 pot ag -5, eIF4E-4G inh -1, S1P4 antag 11, Wee1 degr inh -2, PERK inh 0.5 and Mdm2 ligase inh -1.
Screening Cc1ccc2nc(SCC(=O)c3ccc4c(c3)NC(=O)CO4)[nH]c2c1 returned Ba/F3 V617F tox -3, S1P4 agonist -0.1, BaF3 tox 4, NPY2 pot ag -8, eIF4E-4G inh -1, S1P4 antag 4, Wee1 degr inh -1 and PERK inh 0.7.
Screening CN1CCN(C(=O)c2ccc(COc3ccc(C(C)(C)C)cc3)o2)CC1 returned Ba/F3 V617F tox -2, S1P4 agonist -0.5, BaF3 tox -1, NPY2 pot ag -1, eIF4E-4G inh 9[fluorescence artefact?], S1P4 antag 0, Wee1 degr inh -1, PERK inh -0.5 and Mdm2 ligase inh 2.
`COc1ccc(-c2c3c(nc4sc(C(=O)Nc5cc(C)on5)c(N)c24)CCC3)cc1` gave Ba/F3 V617F tox -3, S1P4 agonist 0.2, BaF3 tox 4, NPY2 pot ag 10, eIF4E-4G inh -8, S1P4 antag -5, Wee1 degr inh 0, PERK inh 0.2 and Mdm2 ligase inh -15.
`COc1ccc(N2C(=O)[C@@H]3[C@H](C2=O)[C@H](C(C)=O)N2c4ccccc4C=C[C@@H]32)cc1` gave Ba/F3 V617F tox -2, S1P4 agonist 0.5, BaF3 tox -1, NPY2 pot ag 2, eIF4E-4G inh 4, S1P4 antag -1, Wee1 degr inh 1, PERK inh -1.5 and Mdm2 ligase inh -80.
CC(=O)c1cccc(NS(=O)(=O)c2ccc(N/C=C\C(=O)c3ccc(C)cc3)cc2)c1 was read as Ba/F3 V617F tox 4, S1P4 agonist 1.8, BaF3 tox 6, NPY2 pot ag 7, eIF4E-4G inh -18, S1P4 antag -20, Wee1 degr inh -2, PERK inh -1.5 and Mdm2 ligase inh -12.
Screening Clc1cccc(Cl)c1CO/N=C/c1c(-c2ccccc2)nc2n1CCS2 returned Ba/F3 V617F tox -2, S1P4 agonist 0.2, BaF3 tox 5, NPY2 pot ag 7, eIF4E-4G inh 0, S1P4 antag 0, Wee1 degr inh 0, PERK inh -1.3 and Mdm2 ligase inh -27.
For CCO[C@H]1OC(C(=O)O)=C[C@@H](C2CCCCC2)[C@@H]1CCCO the results were Ba/F3 V617F tox 0, S1P4 agonist 0.2, BaF3 tox -4, NPY2 pot ag 7, eIF4E-4G inh 2, S1P4 antag -4, Wee1 degr inh 0 and PERK inh 0.5.
For CCOc1ncccc1C(=O)OCC(=O)Nc1ccc2c(c1)OCO2 the results were Ba/F3 V617F tox 1, S1P4 agonist 1.3, BaF3 tox 3, NPY2 pot ag -3, eIF4E-4G inh 0, S1P4 antag -14, Wee1 degr inh 2, PERK inh -0.2 and Mdm2 ligase inh -19.
Screening COc1ccc(N2CCN(C(=O)Cn3cnc4c(cnn4-c4ccccc4)c3=O)CC2)cc1 returned Ba/F3 V617F tox 3, S1P4 agonist -0.9, BaF3 tox 9, NPY2 pot ag -3, eIF4E-4G inh 2, S1P4 antag -2, Wee1 degr inh 3, PERK inh 0.4 and Mdm2 ligase inh -4.
Cc1[nH]n(-c2ccc([N+](=O)[O-])cc2)c(=O)c1C=NCC1CCCO1 (stereo not drawn) was read as Ba/F3 V617F tox 8, S1P4 agonist -0.5, BaF3 tox 11, NPY2 pot ag -7, eIF4E-4G inh 2, S1P4 antag 0, Wee1 degr inh 0, PERK inh -0.8 and Mdm2 ligase inh 1.
`Cc1nnc(SC(C)C(=O)Nc2ncc(Cl)cc2Cl)n1Cc1ccccc1` (stereo not drawn) gave Ba/F3 V617F tox 1, S1P4 agonist 0.3, BaF3 tox -2, NPY2 pot ag -9, eIF4E-4G inh -3, S1P4 antag 9, Wee1 degr inh -2 and PERK inh -0.5.
Cc1cc(C)nc(SCNC(=O)c2ccc(F)cc2)n1 was read as Ba/F3 V617F tox 1, S1P4 agonist -0.9, BaF3 tox 5, NPY2 pot ag -12, eIF4E-4G inh -2[fluorescence artefact?], S1P4 antag -13, Wee1 degr inh 2, PERK inh 1.1 and Mdm2 ligase inh 18.
`COc1ccc(C2CC(c3ccc(OC)cc3)n3nc(NS(C)(=O)=O)nc3N2)cc1` (stereo not drawn) gave Ba/F3 V617F tox -2, S1P4 agonist 0.1, BaF3 tox -4, NPY2 pot ag -10, eIF4E-4G inh -2, S1P4 antag -15, Wee1 degr inh 3, PERK inh 0.7 and Mdm2 ligase inh -6.
`COc1cc2nc(CN3CCC(C(O)(c4ccccc4)c4ccccc4)CC3)[nH]c(=O)c2cc1OC` gave Ba/F3 V617F tox 2, S1P4 agonist 0.7, BaF3 tox 2, NPY2 pot ag 2, eIF4E-4G inh 0, S1P4 antag -10, Wee1 degr inh 1, PERK inh 0.6 and Mdm2 ligase inh 3.
For CCCC(=O)Nc1cc(-c2nn(C)c(=O)c3ccccc23)ccc1OC the results were Ba/F3 V617F tox -1, S1P4 agonist -1.1, BaF3 tox 1, NPY2 pot ag 1, eIF4E-4G inh 2[fluorescence artefact?], S1P4 antag -12, Wee1 degr inh -1, PERK inh -1.2 and Mdm2 ligase inh -19.
For O=C(CCl)N(c1ccccc1)C1CCCCC1 the results were Ba/F3 V617F tox 9, S1P4 agonist -0.7, BaF3 tox 3, NPY2 pot ag 4, eIF4E-4G inh 0, S1P4 antag 22, Wee1 degr inh -1, PERK inh 0.8 and Mdm2 ligase inh -38.
Screening O=C(NN=C1CCCCCC1)c1cc(-c2ccccc2)nc2ccccc12 returned Ba/F3 V617F tox 2, S1P4 agonist -0.3, BaF3 tox 4, NPY2 pot ag -7, eIF4E-4G inh -2, S1P4 antag -9, Wee1 degr inh -3, PERK inh -0.1 and Mdm2 ligase inh -13.
Screening CCCC1CCc2c(sc(N)c2C(N)=O)C1 (stereo not drawn) returned Ba/F3 V617F tox -5, S1P4 agonist 3.3, BaF3 tox 2, NPY2 pot ag 2, eIF4E-4G inh -7, S1P4 antag -3, Wee1 degr inh -2, PERK inh 0.1 and Mdm2 ligase inh -11.
Screening Cc1ccc(-c2csc(NC(=O)C[n+]3cc(-c4ccc(C)cc4)n4c3CCC4)n2)cc1 returned Ba/F3 V617F tox -5, S1P4 agonist -0.4, BaF3 tox 0, NPY2 pot ag -5, eIF4E-4G inh -5, S1P4 antag -2, Wee1 degr inh 0, PERK inh -1.7 and Mdm2 ligase inh -21.
O=C(COC(=O)Cc1cccc(C(F)(F)F)c1)Nc1cccc2ccccc12 was read as Ba/F3 V617F tox -5, S1P4 agonist -0.1, BaF3 tox 6, NPY2 pot ag 9, eIF4E-4G inh -2, S1P4 antag -31, Wee1 degr inh 1, PERK inh 1.3 and Mdm2 ligase inh -13.
`CCOc1cc(C=O)ccc1OCc1cc(=O)n2cc(C)ccc2n1` gave Ba/F3 V617F tox 3, S1P4 agonist 0.5, BaF3 tox 3, NPY2 pot ag 3, eIF4E-4G inh 0, S1P4 antag -7, Wee1 degr inh 0, PERK inh -0.5 and Mdm2 ligase inh 2.
For Cc1ccccc1C(=O)Nc1nnc(-c2ccncc2)o1 the results were Ba/F3 V617F tox 1, S1P4 agonist 0.8, BaF3 tox 4, NPY2 pot ag 12, eIF4E-4G inh -4, S1P4 antag -12, Wee1 degr inh -1, PERK inh 0.3 and Mdm2 ligase inh -4.
For O=C(Nc1nc2ccc3ccccc3c2s1)c1ccc(N2CCCCC2)c([N+](=O)[O-])c1 the results were Ba/F3 V617F tox 1, S1P4 agonist 0.6, BaF3 tox 4, NPY2 pot ag 0, eIF4E-4G inh 2, S1P4 antag -5, Wee1 degr inh 0, PERK inh 0.8 and Mdm2 ligase inh -6.
For O=C(c1c(Cl)nc2sccn12)N1CCCc2ccccc21 the results were Ba/F3 V617F tox 1, S1P4 agonist 1.3, BaF3 tox 4, NPY2 pot ag 12, eIF4E-4G inh 0, S1P4 antag -9, Wee1 degr inh -1, PERK inh 1.3 and Mdm2 ligase inh -7.
For O=c1c(Cc2ccc(F)cc2)c(O)ccn1CCCn1ccnc1 the results were Ba/F3 V617F tox 2, S1P4 agonist 1.2, BaF3 tox 9, NPY2 pot ag 0, eIF4E-4G inh 4, S1P4 antag 2, Wee1 degr inh 2, PERK inh 0.3 and Mdm2 ligase inh -10.
For COc1cc(NC(=O)c2cccs2)c(C(=O)OCC(=O)NC(C)c2ccccc2)cc1OC (stereo not drawn) the results were Ba/F3 V617F tox 1, S1P4 agonist 0.7, BaF3 tox 5, NPY2 pot ag -18, eIF4E-4G inh -11, S1P4 antag 6, Wee1 degr inh -2, PERK inh -0.9 and Mdm2 ligase inh -16.
`O=C1c2ccccc2C(=O)N1CC#CCN1CCN(C2CCCCC2)CC1` gave Ba/F3 V617F tox 2, S1P4 agonist -0.4, BaF3 tox 1, NPY2 pot ag -5, eIF4E-4G inh -7, S1P4 antag -8, Wee1 degr inh 1, PERK inh -0.7 and Mdm2 ligase inh -3.
Cc1ccc(OC(=O)c2c(C)nn(-c3ccccc3)c2C)cc1 was read as Ba/F3 V617F tox -1, S1P4 agonist 1.1, BaF3 tox -2, NPY2 pot ag -2, eIF4E-4G inh 3, S1P4 antag -4, Wee1 degr inh -2, PERK inh 1.3 and Mdm2 ligase inh -7.
Screening c1ccc(-c2cc(N3CCOCC3)nc(-c3ccccc3)n2)cc1 returned Ba/F3 V617F tox 4, S1P4 agonist 3.5, BaF3 tox 7, NPY2 pot ag -7, eIF4E-4G inh 4[fluorescence artefact?], S1P4 antag -14, Wee1 degr inh -4, PERK inh 1.8 and Mdm2 ligase inh -15.
`O=C(NCc1cccnc1)C1CCCN(S(=O)(=O)c2cccc3nsnc23)C1` (stereo not drawn) gave Ba/F3 V617F tox 2, S1P4 agonist 2.0, BaF3 tox 6, NPY2 pot ag 3, eIF4E-4G inh 1, S1P4 antag 3, Wee1 degr inh 6, PERK inh -0.5 and Mdm2 ligase inh -7.

Two entries drawn at random from those above, as already listed:
Cc1ccc(OC(=O)c2c(C)nn(-c3ccccc3)c2C)cc1 was read as Ba/F3 V617F tox -1, S1P4 agonist 1.1, BaF3 tox -2, NPY2 pot ag -2, eIF4E-4G inh 3, S1P4 antag -4, Wee1 degr inh -2, PERK inh 1.3 and Mdm2 ligase inh -7.
For Cc1ccccc1C(=O)Nc1nnc(-c2ccncc2)o1 the results were Ba/F3 V617F tox 1, S1P4 agonist 0.8, BaF3 tox 4, NPY2 pot ag 12, eIF4E-4G inh -4, S1P4 antag -12, Wee1 degr inh -1, PERK inh 0.3 and Mdm2 ligase inh -4.

Hits appear at their usual frequency; 4.1% or so of the library scored in one or more.
